Source: PubChem (National Center for Advancing Translational Sciences (NCATS))
Tb PGK inh: T. brucei PGK inhibition | P07378 | PGK/GAPDH coupled, Kinase-Glo luminescence, 60 min | Potency, µM (highest dose often 57.5 µM), without a hit: top-dose activity change, negative = inhibition, actives largely listed as inhibitors | actives 0.043% (n = 380,000) | AID 602233; also: potency is read from the fitted curve at half-maximal effect; % is scaled to controls: 0 for no effect and ±100 for the full control effect; nearly all actives have a fitted effect of over 60% in size
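Luminescent ATP detection (Kinase-Glo Plus) follows a 60-minute room-temperature incubation, with wells lacking PGK as controls. Buffer: 100 mM TEA (pH 7.6), 5 mM MgCl2, 0.01% Tween-20. Coupling enzyme GAPDH (100 nM final) supplies unstable 1,3-BPG in-well.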
rTrxR1 inhibitor: rat TrxR1 inhibition. O89049. recombinant rTrxR1, NADPH fluorescence consumption, selenite substrate. Potency, µM (series often up to 114 µM), for inactives: top-dose activity change, negative = inhibition, most hits filed as inhibitors. actives 1% (n = 390,000). AID 588453; also: potency is read from the fitted curve at half-maximal effect; % is scaled to controls: 0 for no effect and ±100 for the full control effect; nearly all actives have a fitted effect of over 65% in size
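Rat TrxR1 (90 nM in the dispensed reagent) was pre-reduced with 400 uM NADPH for 5 min at room temperature, then incubated with compound for 15 min. After 400 uM selenite was added, NADPH fluorescence (Ex 340/Em 450 nm) was followed for 8 min.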
HP1b binding inh: blocks HP1-beta chromodomain binding to methylated histone tails; AlphaScreen HP1-beta / biotin-H3K9me3 peptide binding; Potency, µM (series often up to 114 µM), inactives show at the top dose activity change, negative = inhibition, actives largely listed as inhibitors; actives 0.56% (n = 390,000); also: potency is read from the fitted curve at half-maximal effect; nearly all actives have a fitted effect of over 70% in size; inactives centre near 23
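HP1-beta protein (50 nM final) preincubated 30 min at room temperature with biotinylated H3(1-18)K9me3 peptide (50 nM) in PBS pH 7.4, 0.01% Tween-20, then compound added for 30 min. AlphaScreen streptavidin donor/nickel chelate acceptor beads (10 ug/mL final), 30 min dark, luminescence read.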
PI4K2A block: PI4K2A (human) kinase inhibition; actives 0.13% (n = 420,000); purified PI4K2A, ADP-Glo luminescence, 1 h; active compounds read low; activity change, negative = inhibition, % at 76.9 µM; in the data active = activity change below about -50%; inconclusive = mostly about -30% to -49%;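 also: -100% = wells without enzyme as full effect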
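In this quantitative HTS, ADP production by PI4K2A was quantified luminescently after 1 h at ambient temperature; 100 microM adenosine served as plate-quality control.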
GLS inh: glutaminase GLS (human) inhibition | O94925 | GLS enzymatic activity, qHTS titration | Potency, µM (highest dose often 45.5 µM), for the others: top-dose activity change, negative = inhibition, most hits filed as inhibitors | actives 0.21% (n = 410,000) | AID 624170; also: potency is read from the fitted curve at half-maximal effect; % is scaled to controls: 0 for no effect and ±100 for the full control effect
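Assay buffer: 45 mM KH2PO4 pH 8.2, 0.02% Tween-20. hKGA acts on L-glutamine (1 mM solution added); product glutamate is reported by an oxidase/peroxidase Amplex Red coupling, with fluorescence taken at baseline and 30 min.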
TrxR1 substrate: substrates of rat thioredoxin reductase 1; actives 0.01% (n = 390,000); purified TrxR1 substrate turnover, NADPH consumption readout; Potency, µM (series often up to 114 µM), for inactives: at the highest dose activity change, negative = substrate turnover; also: potency is read from the fitted curve at half-maximal effect; % is scaled to controls: 0 for no effect and ±100 for the full control effect; nearly all actives have a fitted effect of over 50% in size
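Rat TrxR1, dispensed at 90 nM, was prereduced with 400 uM NADPH (final) for 5 min at ~22 deg C, then incubated with compound 15 min before 400 uM selenite. A first-read NADPH fluorescence drop versus no-compound background flagged substrates.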
Pin1 inh: human Pin1 inhibition | Q13526 | Pin1 FP peptide displacement, HiFluor488, 10 min | Potency, µM (top dose mostly 115 µM), for the others: at the highest dose activity, negative = inhibition, actives largely listed as inhibitors | actives 0.009% (n = 390,000) | AID 504891; active = well fitted inhibition curve with a large enough effect in the polarisation, with a control signal flat, not every such curve was filed as active; inconclusive = small, poorly fitted or top-dose-only effect, or effect the other way, or a change in a side signal; inactive = no such curve, though single readings can be large or run the other way; the % refers to the polarisation; also: potency is read from the fitted curve at half-maximal effect; % is scaled to controls: 0 for no effect and ±100 for the full control effect
Target sequence (Q13526 whole entry, looked up): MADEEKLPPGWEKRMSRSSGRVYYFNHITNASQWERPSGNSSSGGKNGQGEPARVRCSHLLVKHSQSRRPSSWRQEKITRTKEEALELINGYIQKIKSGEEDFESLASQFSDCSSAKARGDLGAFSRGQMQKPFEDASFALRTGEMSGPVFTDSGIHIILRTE
USP1-UAF1 inh: blocks the human USP1/UAF1 deubiquitinase complex | O94782 | recombinant USP1/UAF1, Ub-Rhodamine cleavage fluorescence | Potency, µM (highest dose often 57.1 µM), inactives show at the top dose activity change, negative = inhibition, hits mostly inhibitors | actives 0.23% (n = 390,000) | AID 743255; also: potency is read from the fitted curve at half-maximal effect; % is scaled to controls: 0 for no effect and ±100 for the full control effect; nearly all actives have a fitted effect of over 60% in size; inactives centre near -12
Target sequence (O94782 whole entry, looked up): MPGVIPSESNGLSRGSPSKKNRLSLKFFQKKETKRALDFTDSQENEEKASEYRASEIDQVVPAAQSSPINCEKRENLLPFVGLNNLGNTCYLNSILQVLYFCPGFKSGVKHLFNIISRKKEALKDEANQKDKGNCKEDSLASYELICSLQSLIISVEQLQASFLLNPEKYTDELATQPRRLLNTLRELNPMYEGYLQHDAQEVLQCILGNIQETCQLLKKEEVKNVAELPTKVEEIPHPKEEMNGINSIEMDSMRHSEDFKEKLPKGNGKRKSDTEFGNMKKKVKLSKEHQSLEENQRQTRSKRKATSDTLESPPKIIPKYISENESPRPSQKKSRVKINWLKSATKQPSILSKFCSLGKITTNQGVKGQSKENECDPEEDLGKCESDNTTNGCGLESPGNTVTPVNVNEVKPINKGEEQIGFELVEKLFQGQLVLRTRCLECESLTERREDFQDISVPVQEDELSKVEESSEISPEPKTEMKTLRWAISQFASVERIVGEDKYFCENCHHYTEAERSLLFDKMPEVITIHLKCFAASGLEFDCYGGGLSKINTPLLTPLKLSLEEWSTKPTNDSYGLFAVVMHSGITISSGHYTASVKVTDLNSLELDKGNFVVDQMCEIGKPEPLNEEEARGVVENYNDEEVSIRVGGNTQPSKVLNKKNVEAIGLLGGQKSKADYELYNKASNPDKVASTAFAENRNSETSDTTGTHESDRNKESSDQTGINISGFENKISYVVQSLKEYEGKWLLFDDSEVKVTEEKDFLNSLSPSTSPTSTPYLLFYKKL
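1 nM enzyme complex + cpd, 15 min RT; start with Ub-Rho 150nM final; kinetic fluorescence ex 480/em 540, 6 reads q60 s. Buffer 50mM HEPES pH 7.8, 0.5mM EDTA, 0.1 mg/ml BSA, 1mM TCEP, 0.01% Tween-20.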
IDH1 R132H inh: human IDH1 R132H inhibition; O75874; IDH1-R132H enzyme, NADPH consumption, diaphorase/resazurin fluorescence; Potency, µM (top dose mostly 76.6 µM), inactives show top-dose activity change, negative = inhibition, actives largely listed as inhibitors; actives 0.093% (n = 390,000); AID 602179; also: potency is read from the fitted curve at half-maximal effect; % is scaled to controls: 0 for no effect and ±100 for the full control effect; nearly all actives have a fitted effect of over 65% in size
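IDH1-R132H (0.5 ug/mL) preincubated 30 min with compound, then NADPH (0.016 mM) and alpha-KG (2 mM) added; 80 min at RT, pH 7.5. Remaining NADPH coupled via diaphorase/resazurin to fluorescence (540/590 nm); concentration-response curves normalized to no-enzyme control.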
Numbers without * were called inactive; i = inactive; ? = inconclusive; · = not tested or not shown; [ ] = remark or other dose. Unless noted, calls follow the shape of the dose curve; as a rule, active = well fitted curve in the direction sought with a large enough effect; inconclusive = small, poorly fitted or top-dose-only effect, or another doubt; inactive = no such curve, though single readings can be large; an effect the other way counts as inactive or inconclusive. Some of the compounds tested (hit frequency here may not be typical).

molecule	Tb PGK inh	rTrxR1 inhibitor	HP1b binding inh	PI4K2A block	GLS inh	TrxR1 substrate	Pin1 inh	USP1-UAF1 inh	IDH1 R132H inh
CC(C)(C)NC(=O)CN(Cc1cccs1)C(=O)CNS(=O)(=O)c1ccc(F)cc1	5.1%	0.5%	55.4%[activator]	-3.8	7.3%	-5.8%	-0.4%	3.8%	1.5%
CCN(CCNC(=O)C1CCN(S(=O)(=O)c2cccc3cccnc23)CC1)c1ccccc1	-7.0%	3.5%	-11.4%	-4.9	1.0%	-7.5%	-15.1%	-1.5%	-6.6%
Cc1cc(C)nc(SCC(=O)Nc2ncc(Cc3cccc(Cl)c3Cl)s2)n1	6.3%	13.9%	24.8%	0.2	4.4%	3.3%	26.0%	-3.7%	5.6%
CCC(=O)Nc1nc(-c2cc([N+](=O)[O-])cs2)cs1	2.0%	10.3%	15.2%	-7.7	11.8%	-1.4%	6.0%	1.9%	-5.4%
O=C(CC1N=C2c3ccccc3N=C(SCc3ccc(F)cc3)N2C1=O)NCc1ccco1 (centres undefined)	i	?	24.4%	-5.9	-11.1%	8.6%	·	-13.5%	5.1%
Cc1cc(C(=O)N2CCCC(CCC(=O)N3CCN(c4ccccn4)CC3)C2)c(C)o1 (centres undefined)	-2.9%	8.0%	19.7%	-0.8	2.2%	3.3%	-6.8%	-15.8%	-5.2%
Cc1cc(NS(=O)(=O)c2ccc(NC(=O)c3cc(-c4cccnc4)nc4ccc(Cl)cc34)cc2)no1	-4.3%	-7.3%	3.3%	-0.4	2.0%	-7.2%	1.8%	-0.2%	-2.9%
O=C(NCc1ccc(N2CCCC2=O)cc1)c1ccc(F)cc1	i	23.9%[57.1 µM]	-5.5%	0.3	1.0%	9.2%	-5.5%	-10.9%	0.1%
CN(C)c1ccc(-n2cccc2/C=N/n2cnnc2)cc1	7.2%	-8.8%	5.5%	-5.3	2.4%	-6.3%	4.1%	0.4%	2.3%
CN(C)c1ccc(CNc2nc(-c3ccco3)nn2S(C)(=O)=O)cc1	-4.1%	5.5%	24.5%	-0.8	0.3%	6.5%	-9.7%	?	14.3%
O=C(c1cc(-c2ccncc2)nc2ccccc12)N1CCN(c2ccccn2)CC1	-7.2%	5.0%	4.2%	0.7	5.2%	-8.7%	-0.5%	2.6%	6.0%
CCc1cccc(NC(=O)CSc2ncc3c(n2)-c2ccc(Cl)cc2N(Cc2ccccc2)S3(=O)=O)c1	-6.6%	-1.8%[57.1 µM]	-2.6%	-1.5	-9.1%	-3.0%[57.1 µM]	3.7%	-8.0%	7.0%
Cn1cccc1CNC(=O)Nc1ccc(Cl)c(Cl)c1	3.6%	-16.7%	7.7%	4.0	18.8%	-2.4%	1.0%	4.2%	1.0%
N#CC(C(=O)c1ccccc1)=C1SCCS1	-3.3%	5.7%[57.1 µM]	6.6%	-5.1	10.7%	0.6%[57.1 µM]	-3.8%	?	7.4%
Cc1c(Cl)cccc1N=C(N)N=C(N)N	-1.8%	11.9%[57.1 µM]	7.5%	5.4	-16.8%	7.3%[57.1 µM]	8.7%	0.7%	8.9%
O=C(Nc1cc(F)ccc1F)C1COc2ccccc2C1 (centres undefined)	-1.7%	23.7%[57.1 µM]	3.3%[57 µM]	1.4	-11.1%	0.6%[57.1 µM]	-2.7%	-12.6%	-8.4%
CCS(=O)(=O)Nc1ccc(C2=NN(S(=O)(=O)CC)C(c3cccs3)C2)cc1 (centres undefined)	-0.5%	-9.5%	39.2%[activator]	7.1	-0.9%	39.6%[activator]	-7.9%	-22.0%	2.2%
O=C(CCN1C(=O)/C(=C/c2ccc(F)cc2)SC1=S)NCCc1ccc(O)cc1	1.1%	-11.2%	15.3%	5.7	1.2%	-5.4%	-2.4%	-25.6%	-1.1%
O=C(c1ccc(N2CCCCC2)c([N+](=O)[O-])c1)N1CCN(c2ccccn2)CC1	i	4.4%	?	6.3	-4.2%	-1.1%	3.6%	-23.6%	-13.2%
Cc1ccc2nc(SC(C)C(=O)NCc3ccc4c(c3)OCO4)[nH]c2c1 (centres undefined)	-1.4%	3.6%[57.1 µM]	-2.3%	-0.4	-2.2%	4.1%	-4.4%	-1.8%	2.2%
O=Cc1cc2cc3c(cc2nc1Cl)OCCO3	-7.9%	26.8%	59.5%[activator]	-1.0	2.2%	2.0%	-0.6%	-19.6%	-1.1%
CC(C)(C)C(=O)NC1CC2CCCC(C1)N2C(=O)Nc1ccccc1F (centres undefined)	0.5%	12.3%[57.1 µM]	32.6%	-3.7	12.2%	9.4%[2.29 µM]	2.4%	-16.2%	-0.1%
CCc1ccc(-n2nc(CO)c(C(=O)NCc3ccccn3)n2)cc1	i	41.3%[activator]	61.0%[activator]	0.8	4.3%	94.2%[activator]	-1.9%	2.3%	1.8%
O=C(/C=C/c1ccc(F)cc1)NCc1cccs1	-4.8%	11.4%[57.1 µM]	21.9%	2.3	8.6%	9.6%[57.1 µM]	-1.1%	-18.1%	4.5%
CC(C)Cn1c(CCNC(=O)c2ccco2)nc2ccccc21	-8.3%	1.8%	33.0%	-5.0	-1.4%	5.7%	0.6%	-25.1%	0.0%
C/C=C/c1ccc(OCCOc2ccc(C=O)cc2)c(OC)c1	0.0%	-4.6%	57.8%[activator]	-2.3	-1.0%	-11.9%	-0.5%	-7.8%	2.8%
CC(C)c1ccc(C(C)NCCS(=O)(=O)c2ccc(Cl)cc2)cc1 (centres undefined)	0.0%	13.3%[57.1 µM]	53.4%[activator]	2.9	3.6%	-12.2%	2.6%	-20.6%	6.0%
Nc1nnnn1/N=C/c1cc(Cl)ccc1O	·	-10.2%	59.1%[activator]	2.8	40.4%[activator]	-0.2%	?	-24.4%	3.5%
CCSc1nsc(NC(=O)Nc2ccc(F)cc2F)n1	i	17.6%	30.4%	-1.8	-0.8%	4.0%	-4.6%	-21.0%	14.7%
CCCN(CCC)C(=O)c1nn(C)c2c1CSc1ccc(C)cc1-2	-4.2%	7.5%[57.1 µM]	-3.4%	2.7	-6.1%	-4.2%[57.1 µM]	-2.8%	-18.0%	-13.0%
CCN(C(=O)/C=C/c1ccc(OC)cc1)C1CCS(=O)(=O)C1 (centres undefined)	-8.9%	-0.4%[57.1 µM]	-9.0%	3.7	-2.1%	-4.1%[57.1 µM]	0.5%	-5.1%	-5.4%
O=C(COC(=O)c1ccc(F)cc1)NCC1CCCCC1	8.6%	-2.1%	37.4%	4.4	-4.2%	-3.5%	-1.3%	-2.3%	-14.3%
NC(=O)c1ccccc1NC(=O)CSc1nc2ccccc2c(=O)[nH]1	0.7%	-7.5%	26.9%	10.8	-3.9%	-1.1%	-12.6%	-15.2%	0.6%
O=C(c1ccc2[nH]c(=O)c(=O)[nH]c2c1)N1CCc2ccccc21	0.0%	7.3%	21.8%	-2.4	2.7%	-1.0%	0.5%	-18.6%	-4.9%
CCc1cccc(NC(=O)CCN2C(=O)c3ccccc3Sc3ncccc32)c1	9.6%	17.8µM*	25.0%	-6.4	5.3%	-1.3%	3.9%	-7.3%	-13.9%
CC12CCC(C(=O)Nc3c(Cl)cccc3Cl)(C(Br)C1=O)C2(C)C (centres undefined)	i	-8.5%	20.2%	-4.2	-2.7%	-11.1%	3.3%	-10.0%	3.4%
Cc1[nH]n(-c2ccccc2)c(=O)c1C(c1cc(Cl)ccc1O)c1c(C)[nH]n(-c2ccccc2)c1=O	-7.5%	?	?	-51.0*	-3.8%	-5.9%	-2.7%	-11.0%	?
CCCCC(=O)Nc1cc(OC)c(NC(=O)C2CCCCC2)cc1OC	-6.9%	17.0%	14.0%	-1.6	-7.4%	5.0%	-0.8%	-23.2%	-0.3%
CSCC[C@H](N)C(=O)N1CCC(C(=O)N[C@@H](Cc2c[nH]c3ccccc23)C(=O)O)CC1	-3.5%	5.1%	11.7%	-1.2	0.9%	2.1%	-1.7%	-1.2%	33.9%[activator]
CCc1ccc2[nH]c(=O)c(C3C(C#N)=C(N)Oc4c3ccc3cccnc43)cc2c1 (centres undefined)	0.4%	44.7µM*	12.5%	-2.8	38.1%[activator]	12.1%	?	-8.3%	-19.8%
O=C(Cc1n[nH]c(=O)c2ccccc12)N1CCN(c2ccc(F)cc2)CC1	-10.2%	3.4%[57.1 µM]	7.3%	-3.4	5.1%	5.6%[57.1 µM]	-12.1%	2.5%	17.3%
CNc1nc(-c2ccc3c(c2)CCN3C(=O)c2ccccc2C)cs1	i	-5.9%	?	-2.1	-1.3%	-5.4%	5.6%	-25.7%	5.4%
C[C@H](NC(=O)c1ccco1)C(=O)NNC(=O)COc1cccc(C(F)(F)F)c1	-6.6%	-3.6%	67.8%[activator]	-2.0	11.1%	3.0%	8.5%	-11.6%	14.3%
